# From PubChem BioAssay
# FBPA Giardia inh: Giardia lamblia aldolase inhibition; A8B2U2; purified Giardia FBPA; Potency, µM (titrated, usually from 59.6 µM), inactives show top-dose activity, negative = inhibition, actives largely listed as inhibitors; hit rate 0.71% among 290,000; AID 2451; note: potency is the fitted concentration of half-maximal effect; % is set by controls: 0 for no effect and ±100 for the full control effect; nearly all actives have a fitted effect of over 55% in size
# Target sequence (A8B2U2 whole entry, looked up): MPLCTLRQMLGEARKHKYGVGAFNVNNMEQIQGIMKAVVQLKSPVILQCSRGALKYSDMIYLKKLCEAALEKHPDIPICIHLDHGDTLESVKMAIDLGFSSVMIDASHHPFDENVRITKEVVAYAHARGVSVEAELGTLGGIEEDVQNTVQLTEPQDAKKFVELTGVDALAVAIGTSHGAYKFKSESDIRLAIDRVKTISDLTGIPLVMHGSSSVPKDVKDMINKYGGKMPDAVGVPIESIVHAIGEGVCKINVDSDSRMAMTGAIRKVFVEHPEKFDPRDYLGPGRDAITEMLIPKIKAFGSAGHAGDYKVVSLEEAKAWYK
#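 Giardia FBPA (40 nM reagent) was preincubated 10 min at RT with compound (up to 57.5 uM final), then substrate plus GAPDH/TPI/NAD/arsenate coupling system with diaphorase/resazurin was added; resorufin fluorescence (525/598 nm) was read after 20 min.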
# CHX counter: counter-screen hit for Shiga toxin inhibitors, cycloheximide. cell reporter, cycloheximide protein synthesis inhibition counterscreen. max response, %. hit rate 12% among 300,000. AID 2314; in the data active = max response mostly above about 13%, no sharp cut-off; inactive = mostly below about 14%; note: read at 38.3 µM for the half of the compounds with a filed dose; 0% is about no effect
# HCMV antiviral: blocks human cytomegalovirus replication; hit rate 4.5% among 410,000; activity change, negative = inhibition, % at 57.5 µM; HFF cells, HCMV-luciferase reporter, 72 h; active compounds read low; in the data active = activity change below about -60%; inconclusive = no clear call, values can overlap the other calls; inactive = above about -39%; note: % is set by controls: 0 for no effect and ±100 for the full control effect
#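 HFF cells seeded 16 h at 37C, treated with compounds, infected with luciferase-reporter HCMV at MOI 1 PFU/cell; luciferase read at 72 h post infection, normalized to buffer-only and Salinomycin controls.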
# Shiga inhibitor: inhibitors of Shiga toxin in Vero cells; hit rate 9.2% among 290,000; inhibition, % at 38.7 µM; Vero cells, Shiga toxin protein synthesis inhibition reporter; AID 2315; in the data active = inhibition mostly above about 28%, no sharp cut-off; inactive = mostly below about 43%; note: 0% is about no effect
# AMA1-RON2 inh: disrupts binding of P. falciparum AMA1 to RON2. AlphaScreen AMA1-biotinylated RON2 peptide binding. Potency, µM (titrated, usually from 58.2 µM), inactives show at the highest dose activity change, negative = inhibition, usual class: inhibitors. hit rate 0.2% among 360,000. AID 720542;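 note: potency is the fitted concentration of half-maximal effect; 0% = vehicle wells and -100% = peptide control; nearly all actives have a fitted effect of over 45% in size; some results filed as inactive show a strong effect at the top dose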
#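 AMA1 (3D7) with his tag at 25 nM final met compounds first, then biotinylated RON2 peptide at 25 nM; detection used donor plus acceptor beads, 10 µg/mL apiece, read by AlphaScreen after 30 min at room temperature.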
# AmpC detergent: AmpC beta-lactamase inhibition with detergent present; P00811; AmpC hydrolysis of nitrocefin, absorbance 480 nm, 0.01% Triton; Potency, µM (highest dose often 114 µM), for inactives: top-dose activity change, negative = inhibition, hits mostly inhibitors; hit rate 0.041% among 370,000;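 note: potency is the fitted concentration of half-maximal effect; 0% = no-compound wells and -100% = no-enzyme wells; nearly all actives have a fitted effect of over 25% in size; some results filed as inactive show a strong effect at the top dose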
# Target sequence (P00811 whole entry, looked up): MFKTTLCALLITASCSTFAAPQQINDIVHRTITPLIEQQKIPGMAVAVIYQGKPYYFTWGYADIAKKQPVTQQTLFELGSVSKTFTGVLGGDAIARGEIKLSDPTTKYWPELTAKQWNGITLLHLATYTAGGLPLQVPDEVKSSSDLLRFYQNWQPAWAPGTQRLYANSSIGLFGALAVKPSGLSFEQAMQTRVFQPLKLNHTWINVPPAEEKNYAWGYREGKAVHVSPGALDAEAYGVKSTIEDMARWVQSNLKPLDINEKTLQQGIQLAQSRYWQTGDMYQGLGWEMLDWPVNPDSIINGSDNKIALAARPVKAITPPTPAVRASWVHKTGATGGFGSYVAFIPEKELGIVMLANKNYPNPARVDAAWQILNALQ
#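 20 mM phosphate pH 7.0 + 0.01% (detergent screen) or 0.0001% Triton X-100; 5.3 nM AmpC reagent; cpd preinc 15 min RT; nitrocefin (800 uM stock) to start; A480 q20 s × 4 min; Activity was normalised to no-enzyme and no-compound control wells.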
# AmpC no deterg: AmpC beta-lactamase inhibition without detergent; P00811; AmpC nitrocefin hydrolysis, absorbance 480 nm, 0.0001% Triton; Potency, µM (doses to about 57.1 µM), without a hit: top-dose activity change, negative = inhibition, hits mostly inhibitors; hit rate 0.52% among 330,000; AID 485341;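 note: potency is the fitted concentration of half-maximal effect; plate controls were no compound for no effect and no enzyme for full effect; nearly all actives have a fitted effect of over 20% in size; some results filed as inactive show a strong effect at the top dose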
#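 AmpC (5.3 nM in the dispensed reagent) in 20 mM phosphate pH 7.0 with 0.01% (detergent screen) or 0.0001% Triton X-100 was preincubated with compounds for 15 min at room temperature. Nitrocefin was then added from an 800 uM solution, and hydrolysis was followed at 480 nm.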
# * = called active by the depositor; ? = inconclusive; / = not tested or not shown; & = joins results of further samples; [ ] = remark or other dose. Unless noted, calls come from the whole dose curve; as a rule, active = well fitted curve in the direction sought with a large enough effect; inconclusive = small, poorly fitted or top-dose-only effect, or another doubt; inactive = no such curve, though single readings can be large; an effect the other way counts as inactive or inconclusive. Random draw from the library (roughly 16% active in at least one column).
SMILES,FBPA Giardia inh,CHX counter,HCMV antiviral,Shiga inhibitor,AMA1-RON2 inh,AmpC detergent,AmpC no deterg
Cc1cc(C)nc(SCC(=O)Nc2cccc(S(=O)(=O)N(C)C)c2)n1,-13%,-3,36,2,17%,2%,-2%
Cn1nc(C(=O)Nc2ccccc2N2CCCC2)c2ccccc2c1=O,/,0,-40,-7,-16%,3%,139%[activator]
O=C(Cc1cnc2ncnn2c1)N1CCc2c([nH]c3ccccc23)C1c1ccccc1F (stereo unspecified),0%,-3,123,-10,-8%,7%,82%[activator]
COc1ccccc1/C=C\C(=O)NCC(=O)N/N=C/c1cccc(OC)c1O,-20%,-1,-6,-6,92%[activator],-13%,-45%
O=C(Nc1ccccc1-c1nc2ccccc2s1)c1ccc(Br)o1,1%,2,?,-5,-7%,-2%,-8%
Cc1ccccc1CN(C)CC(=O)Nc1cccc(S(=O)(=O)N(C)c2ccccc2)c1,0%,4,7,12,-24%,-15%,13%
O=C(Nc1cccnc1)C(Cc1ccccc1)n1cccc1 (stereo unspecified),-1%,-3,8,-7,14%,-12%,-17%
CCn1c(SC(C)C)nnc1-c1c[nH]c2ccccc12,-1%,10,-10,12,-7%,3%,-29%
CCN1C(=O)CCC(C(=O)O)C1c1ccc(OC)cc1 (stereo unspecified),2%,1,-12,9,-18%,6%,-19%
CC(C)N1C(=O)CC2(CC[N+](C)(CCOC(=O)C(c3ccccc3)c3ccccc3)CC2)C1=O (stereo unspecified),?,8,7,14,14%,-4%,-17%
COc1ccc(S(=O)(=O)NCC(=O)Nc2ccc3c(c2)OCCO3)cc1OC,-4%,2,-25,-2,1%,-3%,-25%
Cc1cc(C)nc(Nc2ncc(O)n2-c2ccc(C)c(C)c2)n1,-9%,-6,5,22,55%[activator],0%,-9%
CCS(=O)(=O)N1CCN(C(=O)CCC2CCCC2)CC1,4%,7,47,9,-3%,-7%,-6%
CCOC(=O)c1c(C)[nH]c(C)c1C(=O)COC(=O)COc1ccc(Cl)c(C)c1,/,/,-10,/,-1%,?,55%
CCO[C@H]1OC(C(=O)NC2CC2)=C[C@@H](c2ccc(C(F)(F)F)cc2)[C@@H]1CCCO,4%,-2,-36,-4,6%,7%,117%[activator]
CCC(C)Sc1ccc([C@@H]2[C@@H]3C(=O)N(CC)C(=O)[C@@H]3[C@]3(C(=O)OC)CCCCN23)cc1 (stereo partly specified),/,/,-5,/,1%,/,3%
Cc1ccc(NC(=O)COc2ccc(/C=C3/SC(=Nc4ccccc4)N(Cc4cccnc4)C3=O)cc2)cc1,5%,-3,-15,-6,-1%,?,-24%
c1ccc2c(c1)CCCc1cc(NCCN3CCOCC3)nnc1-2,0%[21.7 µM],/,?,/,-11%,?,20%
C/C(=N\NS(=O)(=O)c1ccc(C)cc1)c1cc2ccccc2oc1=O,9%,-4,20,8,12%,-1%,-42%
CCCSC1=C(C#N)C(c2ccc(O)c(OC)c2)CC(=O)N1 (stereo unspecified),?,-7,46,-15,-2%,-20%,-9%
CCOC(=O)c1nn(-c2ccccc2)c(=O)cc1SC(C)C,14%,0,10,-11,11%,7%,15%
COc1ccc(S(=O)(=O)N(C)C[C@@H]2Oc3c(NS(C)(=O)=O)cccc3C(=O)N([C@@H](C)CO)C[C@H]2C)cc1,/,/,-2,/,-1%,/,17%
c1ccc2c(C[n+]3csc4ccccc43)cccc2c1,-26%,9,91,23,?,-10%,-53%
CCOc1cc(C(=O)N2CCC(CC3CC(c4ccc(Cl)cc4)=NO3)(C(=O)NCC3CCCCC3)CC2)cc(OCC)c1OCC (stereo unspecified),-3%,-2,64,-4,-8%,2%,77%[activator]
Nc1cc(=O)[nH]c(SCC(=O)Nc2ccc(F)c(Cl)c2)n1,2%,-4,16,1,-6%,5%,-24%

# The last 6 entries of the part before come first, to join the parts:
SMILES,FBPA Giardia inh,CHX counter,HCMV antiviral,Shiga inhibitor,AMA1-RON2 inh,AmpC detergent,AmpC no deterg
CCCSC1=C(C#N)C(c2ccc(O)c(OC)c2)CC(=O)N1 (stereo unspecified),?,-7,46,-15,-2%,-20%,-9%
CCOC(=O)c1nn(-c2ccccc2)c(=O)cc1SC(C)C,14%,0,10,-11,11%,7%,15%
COc1ccc(S(=O)(=O)N(C)C[C@@H]2Oc3c(NS(C)(=O)=O)cccc3C(=O)N([C@@H](C)CO)C[C@H]2C)cc1,/,/,-2,/,-1%,/,17%
c1ccc2c(C[n+]3csc4ccccc43)cccc2c1,-26%,9,91,23,?,-10%,-53%
CCOc1cc(C(=O)N2CCC(CC3CC(c4ccc(Cl)cc4)=NO3)(C(=O)NCC3CCCCC3)CC2)cc(OCC)c1OCC (stereo unspecified),-3%,-2,64,-4,-8%,2%,77%[activator]
Nc1cc(=O)[nH]c(SCC(=O)Nc2ccc(F)c(Cl)c2)n1,2%,-4,16,1,-6%,5%,-24%
Cc1ccccc1Nc1nc(N)nc(COC(=O)c2ccccc2)n1,-4%,82*,-13,79*,-8%[11.6 µM],-13%,-13%
Cc1cccc2cc(COC(=O)c3cccc([N+](=O)[O-])c3)c(=O)[nH]c12,2%,1,/,17,2%,-1%,-8%
O=C(Nc1nccs1)c1c(O)c2c(n(Cc3ccco3)c1=O)CCCC2,-4%,6,64,16,0%,2%,-25%
COC(Cc1ccccc1N1CCCC1=O)OC,4%,-3,?,-11,4%,?,14%
O=C(CNC(=O)c1ccc(Br)cc1)OCC(=O)c1ccccc1,/,10,-4,26,11%,0%,-14%
CCOC(=O)NC(=O)CSc1nnnn1-c1ccccc1,4%,-3,-7,1,0%,-10%,-15%
COc1ccc(OC)c(NC(=O)CSc2nc3[nH]c(=O)cc(O)c3s2)c1,/,/,0,/,49%[activator],1%,-17%
CN(C(=O)COC(=O)CCCc1c[nH]c2ccccc12)c1c(N)n(Cc2ccccc2)c(=O)[nH]c1=O,/,/,30,/,-5%,-13%,67%[activator]
CC(=O)c1ccc(N(CC(=O)Nc2cc(C)on2)S(=O)(=O)c2ccc(C)cc2)cc1,/,/,0,/,1%,/,-38%
COc1cccc(C2C(C(C)=O)=C(O)C(=O)N2Cc2ccco2)c1 (stereo unspecified),-11%,-1,-9,-17,-5%,-1%,-9%
COc1ccccc1CCC(=O)Nc1cccc(S(=O)(=O)N2CCCC2)c1,5%,1,1,8,8%,-1%,-26%
CNNC(=S)Nc1cccc(SC)c1,?,10,19,13,22%,11%,-19%
Cc1ccc(S(=O)(=O)CCC(=O)OCC(=O)c2cc(C)ccc2C)cc1,/,/,3,/,0%,-2%,-11%
COc1ccc(N(CC(=O)NCc2cccnc2)S(=O)(=O)c2ccccc2[N+](=O)[O-])c(OC)c1,1%,-1,-21,-19,18%,-2%,15%
CSc1cccc(NC(=S)N(CCCN2CCCC(C)C2)Cc2cccs2)c1 (stereo unspecified),-5%,-4,-16,-4,-14%,-5%,11%
CC(=O)Nc1ccc(/C=N/NS(=O)(=O)c2cc(C)ccc2C)cc1,2%,-2,45,-4,2%,-2%,-1%
CCN1CCN(CC(O)COC(c2ccccc2)c2ccccc2C)CC1 (stereo unspecified),?,-4,23,-3,6%,-4%,48%
Cc1cc(Cl)ccc1OCCCC(=O)N1CCOCC1,7%,37*,31,71*,15%,-13%,31%
COc1ccc(C2C(Oc3ccccc3)C(=O)N2c2cc(C)ccc2C)cc1OC (stereo unspecified),-1%,-4,-9,-4,9%,-10%,0%
O=C(NCc1cccs1)C1CCN(S(=O)(=O)N2CCCC2)CC1,/,13,26,-26,-1%,-2%,-3%
O=C(Nc1cccc(F)c1)c1cc(S(=O)(=O)N2CCOCC2)ccc1N1CCCC1,/,/,/,/,0%,-3%,122%[activator]
O=C(NC1CCCCC1)c1ccc(S(=O)(=O)c2ccccc2Cl)c([N+](=O)[O-])c1,-6%,-2,/,-6,/,?,-30%
COc1ccc(CCNC(=O)C2CCN(Cc3nc(-c4ccccc4F)oc3C)CC2)cc1OC,4%,-3,-5,-5,9%,?,79%[activator]
O=C(N/N=C\c1ccc(S(=O)(=O)O)o1)c1ccc2c(c1)OCO2,2%,-3,14,-4,0%,-11%,-6%
Cc1ccc(C(=O)Nc2cccc(N3C(=O)C4CCC(C)CC4C3=O)c2)cc1 (stereo unspecified),8%,9,36,-8,-2%,?,-8%

# Continuation:
SMILES,FBPA Giardia inh,CHX counter,HCMV antiviral,Shiga inhibitor,AMA1-RON2 inh,AmpC detergent,AmpC no deterg
O=C(COc1ccccc1)NCCn1ccc2ccccc21,-9%,5,38,9,-4%,2%,-2%
CCN(CC)C(=O)CSC1=C(C#N)C(c2cccs2)C=C(C)N1 (stereo unspecified),-2%,12,-16,3,-6%,?,-7%
CC(Nc1nc(-c2ccccc2O)nc2ccccc12)c1ccccc1 (stereo unspecified),-20%,10,15,27,-10%,1%,-19%
Cc1coc2c(C)c3oc(=O)c(CCC(=O)NCCCN4CCCC4=O)c(C)c3cc12,8%,-1,-11,10,0%,-10%,166%[activator]
Cc1ccsc1C(=O)C1CCCN(Cc2cnc(N(C)C)s2)C1 (stereo unspecified),-10%,3,/,-3,/,3%,42%
S=C1NCCc2ccc(Cl)cc2C1c1ccccc1 (stereo unspecified),3%,1,0,-4,38%[activator],?,-20%
O=C(Nc1nnc(S(=O)(=O)N2CCCCC2)s1)c1cccc(Br)c1,?,-1,/,19,-7%,-5%,-19%
CCCCNC(=O)C1CC(=O)N(CCC(C)C)C1 (stereo unspecified),3%,-1,-31,-7,11%,3%,-9%
N#C/C(=C\c1cccc(Oc2ccc(C(F)(F)F)cc2[N+](=O)[O-])c1)c1nc2ccccc2[nH]1,-5%,19,33,6,8%,-10%,-44%
COc1ccc(C)cc1NC(=O)NC(C)c1ccncc1 (stereo unspecified),-7%,-1,-9,-6,-1%,4%,1%
CCOC(=O)C(C)n1cnc2c(cnn2-c2ccc(Cl)cc2)c1=O (stereo unspecified),4%,11,3,-25,-21%,0%,-7%
Cn1c(C(=O)N2CCN(C(=O)c3ccco3)CC2)cc2c(=O)n3ccccc3nc21,-7%,-2,14,11,2%,9%,2%
CCOC(=O)c1sc(NS(=O)(=O)c2ccccc2)nc1C,11%,-1,-16,-11,-3%,-9%,-12%
CCCC(=O)N(c1ccc(OC)cc1)C1C=CS(=O)(=O)C1 (stereo unspecified),2%,-1,-5,7,1%,-10%,-16%
CN(CC(=O)Nc1cccc(F)c1)C(=O)COc1ccc2c(c1)CCC2,/,/,-14,/,-1%,/,5%
COc1ccc(C2/C=C\CN(S(=O)(=O)/C=C/c3ccccc3)CC(=O)N2Cc2ccc(F)cc2)cc1 (stereo unspecified),4%&2%,1&2,2,-1&-4,1%,6%,-22%
Cc1nn(Cc2ccccc2)c(C)c1CCC(=O)O,6%,11,63,34,16%,-6%,-22%
COc1ccc(-n2c(=S)[nH]c3cc(C(=O)N4CCN(c5ccccc5)CC4)ccc3c2=O)cc1,-13%,-5,-28,-6,12%,-10%,-1%
